Source: PubChem (National Center for Advancing Translational Sciences (NCATS))
PTHR1 ag – activates the human parathyroid hormone receptor PTHR1. HEK293 GP2 PTHR1 cells, GloSensor cAMP luminescence, 1 h. Potency, µM (titrated, usually from 115 µM), without a hit: at the top dose activation, most hits filed as activators. AID 743266. Q03431. hit rate 0.075% among 410,000; further: nearly all actives have a fitted effect of over 55% in size; some results filed as inactive show a strong effect at the top dose; inactives centre near -15; many of its hits are not listed in these tables
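HEK-293-derived GP2 cells expressing PTHR1 and a GloSensor cAMP reporter, 3,000/well, plated overnight, given luciferin plus IBMX (each 0.5 mM as added) for 1 h at 37 °C, then compound for 1 h at 37 °C. Luminescence was read after 15 min at room temperature.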
EPAC1 antag – blocks human EPAC1 exchange factor. EPAC1 GEF assay, Rap1b-BODIPY-GDP exchange fluorescence. O95398. Potency, µM (highest dose often 115 µM), without a hit: at the highest dose activity change, negative = inhibition, usual class: inhibitors. hit rate 0.14% among 360,000;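 further: plate controls were vehicle for no effect and positive control for full effect; nearly all actives have a fitted effect of over 50% in size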
TDP-43 yeast inh – inhibitors of TDP-43 toxicity in yeast; TDP-43 expressing yeast growth rescue, BacTiter-Glo, 24 h; Potency, µM (titrated, usually from 46.1 µM), inactives show at the highest dose growth rescue (activation), usual class: activators; hit rate 1.8% among 410,000; AID 652104; further: % of control where 0% means no effect; nearly all actives have a fitted effect of over 50% in size
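Yeast cells expressing TDP-43 under galactose induction are exposed to compounds for 24 hr at 30 deg C. BacTiter-Glo luminescence measures growth, so protective compounds score as activators.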
EPAC2 ag – activates human EPAC2 exchange factor. Q8WZA2. EPAC2 activation, biochemical qHTS; response scale: 100% = 6.5 mM cAMP response. Potency, µM (top dose mostly 154 µM), for inactives: at the top dose activation, actives largely listed as activators. hit rate 0.079% among 360,000. AID 720711; further: nearly all actives have a fitted effect of over 50% in size
Target sequence (Q8WZA2 whole entry, looked up): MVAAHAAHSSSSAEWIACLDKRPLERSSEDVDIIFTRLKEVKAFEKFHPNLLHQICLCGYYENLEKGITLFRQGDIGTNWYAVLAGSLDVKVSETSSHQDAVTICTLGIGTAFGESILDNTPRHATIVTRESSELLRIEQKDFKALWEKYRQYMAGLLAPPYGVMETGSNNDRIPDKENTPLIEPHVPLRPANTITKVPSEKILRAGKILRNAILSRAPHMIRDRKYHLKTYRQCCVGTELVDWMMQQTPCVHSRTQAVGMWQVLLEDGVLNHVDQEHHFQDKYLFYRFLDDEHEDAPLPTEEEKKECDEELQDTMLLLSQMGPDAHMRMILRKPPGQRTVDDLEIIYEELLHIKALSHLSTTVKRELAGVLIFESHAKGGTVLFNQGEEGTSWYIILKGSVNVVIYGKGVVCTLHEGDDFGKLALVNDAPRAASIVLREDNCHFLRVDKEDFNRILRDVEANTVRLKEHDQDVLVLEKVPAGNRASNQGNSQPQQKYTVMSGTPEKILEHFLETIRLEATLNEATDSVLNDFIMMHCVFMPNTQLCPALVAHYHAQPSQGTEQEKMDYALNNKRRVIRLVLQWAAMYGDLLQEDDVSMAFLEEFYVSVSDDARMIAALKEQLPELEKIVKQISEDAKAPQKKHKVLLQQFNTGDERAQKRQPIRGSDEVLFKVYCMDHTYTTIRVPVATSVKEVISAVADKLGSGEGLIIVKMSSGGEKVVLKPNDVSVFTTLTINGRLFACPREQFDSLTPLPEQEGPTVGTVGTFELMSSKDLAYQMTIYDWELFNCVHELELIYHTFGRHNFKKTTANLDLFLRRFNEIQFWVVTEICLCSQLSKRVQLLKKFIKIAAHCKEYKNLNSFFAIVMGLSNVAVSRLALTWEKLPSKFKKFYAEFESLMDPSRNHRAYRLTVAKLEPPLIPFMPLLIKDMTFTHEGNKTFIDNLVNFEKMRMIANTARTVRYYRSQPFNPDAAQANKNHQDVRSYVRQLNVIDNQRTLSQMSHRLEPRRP
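Fluorescence exchange assay: 100 nM EPAC2 with 250 nM RAP1B-BODIPY-GDP and 50 uM GDP; compounds tested as a concentration-titration series (qHTS). Loss of Rap1-bound BODIPY-GDP fluorescence read at 480/540 nm; data normalized to 6.5 mM cAMP.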
EPAC2 antagonist – antagonists of human EPAC2 | Q8WZA2 | EPAC2 GEF exchange of Rap1B-BODIPY-GDP, fluorescence | Potency, µM (series often up to 114 µM), for the others: at the top dose activity, negative = inhibition, hits mostly inhibitors | hit rate 0.18% among 360,000; further: on the % scale 0 is the no-effect control and ±100 the full control effect; nearly all actives have a fitted effect of over 45% in size; many of its hits are not listed in these tables
FUS yeast rescue – rescues growth of FUS-expressing yeast; S. cerevisiae FUS-expressing, growth rescue, OD600, 24 h; Potency, µM (top dose mostly 76.6 µM), without a hit: at the top dose growth rescue (activation), hits mostly activators; hit rate 0.24% among 390,000; AID 1347120;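 further: plate controls were DMSO vehicle for no effect and reference control for full effect; nearly all actives have a fitted effect of over 55% in size; some results filed as inactive show a strong effect at the top dose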
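Galactose (2%) drives FUS expression in yeast precultured in raffinose; seeding density OD 0.005. Test compounds incubated 24hr at 30C and 99% humidity before absorbance at 600 nm was measured.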
aSyn yeast inh – alpha-synuclein toxicity inhibition in yeast; Yeast expressing alpha-synuclein, growth rescue, BacTiter-Glo, 24 h; Potency, µM (top dose mostly 46.1 µM), for inactives: at the top dose growth rescue (activation), actives largely listed as activators; hit rate 0.14% among 370,000; further: % of control where 0% means no effect; nearly all actives have a fitted effect of over 65% in size
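Readout is rescue of growth in alpha-synuclein-expressing yeast, so inhibitors of toxicity appear as activators. Growth after 24 hr at 30 deg C in galactose medium is quantified by luminescence.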
EPAC1 agonist – activates human EPAC1 exchange factor; O95398; EPAC1 agonist qHTS, biochemical assay; response scale: 100% = response to 6.5 mM cAMP; Potency, µM (titrated, usually from 154 µM), without a hit: at the top dose activation, hits mostly activators; hit rate 0.073% among 360,000; AID 720707; further: nearly all actives have a fitted effect of over 60% in size
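Compounds were pinned as a concentration titration into mixtures of EPAC1 (100 nM), BODIPY-GDP-loaded Rap1B (250 nM) and GDP (50 uM). After 5 min at room temperature, fluorescence was followed for 30 min; activity was scaled to 6.5 mM cAMP.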
* = called active by the depositor; i = inactive; u = inconclusive; x = not tested or not shown; & = joins results of further samples; [ ] = another dose, or the depositor's remark. The call rests on the fitted dose curve; in most records, active means well fitted curve in the direction sought with a large enough effect; inconclusive means small, poorly fitted or top-dose-only effect, or another doubt; inactive means no such curve, though single readings can be large; an effect the other way counts as inactive or inconclusive. Potency means the concentration at half of the fitted maximal effect. This is a subset. The share of hits here may be higher or lower than overall.

mol	PTHR1 ag	EPAC1 antag	TDP-43 yeast inh	EPAC2 ag	EPAC2 antagonist	FUS yeast rescue	aSyn yeast inh	EPAC1 agonist
COc1ccc(OC2CCN(C(=O)Nc3ccc(C)cc3)CC2)cc1	-13%	12%	-4%	-6%	2%	1%	8%	-2%
O=C(Oc1ccc(Br)cc1)c1cccnc1	i	3%	0%	11%	3%	2%	-2%	0%
COC(=O)[C@@]12C[C@@H](CC(=O)N3CCN(C(=O)c4ccco4)CC3)C(=O)N(Cc3cccc4ccccc34)C1=CCC(C)(C)C2	-20%	-13%	23%	9%	-13%	29%	4%	-3%
Nc1ccc2c(c1)Nc1ccccc1CC2	-12%	-1%	23%	8%	-9%	35%	1%	16%
C=CCNc1oc(-c2cccc(F)c2)nc1C#N	i	-4%	x	4%	1%	-4%	x	0%
Cc1sc2nc(CSCC(=O)Nc3ccc(Cl)cc3F)[nH]c(=O)c2c1C	i	6%	17%	0%	-19%	24%	-1%	3%
O=C(CCCCCN1C(=O)[C@@H]2Cc3ccccc3CN2C1=O)N[C@@H](Cc1ccc(O)cc1)C(=O)O	0%	-8%	22%	3%	7%	0%	-1%	-13%
CC(NC(=O)CCc1ccccc1)c1cc2c(cc1Cl)OCCO2 (centres undefined)	-67%[inhibitor]	-14%	u	-1%	-8%	x	10%	-2%
COc1ccc2oc(C(=O)OCC(=O)N3C(C)CCCC3C)c(C)c2c1 (centres undefined)	i	-2%	-19%	19%	-3%	30%	-1%	16%
Cc1ccc2cc(CCNC(=O)CC(C)C)c(=O)[nH]c2c1	-16%	-15%	-7%	1%	4%	-17%	-4%	-7%
O=S(=O)(c1ccc(Cl)cc1)N1CCN(c2ncccn2)CC1	i	7%	-6%	5%	0%	-17%	12%	-1%
CSc1nnc2c(n1)OC=Nc1ccccc1-2	0%	-3%	-15%	-2%	6%	7%	-7%	-10%
COc1ccc(O)c(C2=Nc3ccccc3N=C(c3ccccc3)C2)c1	-33%&-59%[inhibitor]	-12%	-6%&-6%	4%	4%	5%&14%	6%	17%
COc1cccc(NC2C=CS(=O)(=O)C2)c1 (centres undefined)	i	-9%	21%	3%	-7%	-39%	0%	4%
CN1C2C=C(N(CCc3ccccc3)C(=O)c3ccc(Cl)cc3)CC1CC2 (centres undefined)	-21%	-8%	20%	0%	1%	13%	0%	0%
COCCn1c(C)cc(C(=O)CSc2nc3ccccc3c(=O)[nH]2)c1C	-27%[57.5 µM]	-11%	-13%	-3%	4%	32%	-3%	5%
O=C(CC1Oc2ccccc2NC1=O)NCCCN1CCN(Cc2ccccc2)CC1 (centres undefined)	i	-3%	12%	8%	7%	-15%	1%	7%
Cc1ccc(OCCn2c(C)c(/C=N/n3cnnc3)c3ccccc32)cc1	i	9%	9%	-9%	1%	28%	6%	-7%
COc1ccc(COCC(CC(C)C)N2CCN(C(=O)c3cccc(C(F)(F)F)c3)CCC2=O)cc1 (centres undefined)	-89%[inhibitor]	-13%	0%	1%	-12%	44%	3%	-3%
COc1cccc(NC(=S)NC(=O)Cc2ccccc2)c1	-18%	-4%	u	18%	-8%	17%	13%	18%

Part of the list above in another layout:
Cc1ccc(OCCn2c(C)c(/C=N/n3cnnc3)c3ccccc32)cc1
  PTHR1 ag = i
  EPAC1 antag = 9%
  TDP-43 yeast inh = 9%
  EPAC2 ag = -9%
  EPAC2 antagonist = 1%
  FUS yeast rescue = 28%
  aSyn yeast inh = 6%
  EPAC1 agonist = -7%
COc1ccc(O)c(C2=Nc3ccccc3N=C(c3ccccc3)C2)c1
  PTHR1 ag = -33%&-59%[inhibitor]
  EPAC1 antag = -12%
  TDP-43 yeast inh = -6%&-6%
  EPAC2 ag = 4%
  EPAC2 antagonist = 4%
  FUS yeast rescue = 5%&14%
  aSyn yeast inh = 6%
  EPAC1 agonist = 17%

(cont.)
mol	PTHR1 ag	EPAC1 antag	TDP-43 yeast inh	EPAC2 ag	EPAC2 antagonist	FUS yeast rescue	aSyn yeast inh	EPAC1 agonist
CCCCN(C(=O)c1cc(S(=O)(=O)N2CCOCC2)ccc1N1CCOCC1)c1ccccc1	-34%[inhibitor]	6%	16%	-3%	-3%	12%	7%	12%
Cc1cc(NC(=O)CCCn2cc([N+](=O)[O-])cn2)n(Cc2ccc(F)cc2)n1	-22%	-8%	8%[9.22 µM]	2%	7%	-6%	2%	11%
CCOC(=O)CC(=O)CSc1nc(-c2ccc3c(c2)OCO3)cc(C(F)(F)F)c1C#N	-5%[57.5 µM]	12%	-12%	0%	14%	23%	6%	3%
COc1ccc(NC(=S)N=Nc2c(O)[nH]c3ccccc23)cc1	-23%	9%	9%	6%	-2%	-10%	-2%	-5%
O=C(COC(=O)c1ccccc1Cl)NC1CCCCCC1	-44%[inhibitor]	-13%	u	-7%	-5%	4%	2%	3%
OCCN(Cc1ccccc1)Cc1ccc(F)c(F)c1	-25%	1%	-13%	8%	5%	5%	1%	-6%
COc1ccc(NC(=O)N(CCCN2CCOCC2)Cc2cccnc2)c(OC)c1	-24%	-13%	14%	12%	5%	-5%	-1%	-6%
O=C(c1ccc2ccccc2n1)N1CCN(c2ccccc2O)CC1	-12%[57.5 µM]	-7%	19%	5%	-3%	26%	21%	-6%
COc1ccc(N2CCN(C(=O)CSc3nnc(NC(=O)C4CC4)s3)CC2)cc1	i	0%	-10%	9%	1%	9%	-4%	5%
Cc1ccnc(N/C=C(/NC(=O)c2ccccc2)C(=O)NN)n1	i	-17%	-8%	5%	15%	26%	-5%	4%
Nc1ncnc2c1ncn2[C@@H]1O[C@H](C(=O)N[C@H](CO)Cc2ccc(O)cc2)[C@@H](O)[C@H]1O	-18%	-7%	19%	7%	7%	-13%	4%	4%
COc1ccc(N2CCN(C(=O)Cn3nnc(-c4cccs4)n3)CC2)cc1	-6%[57.5 µM]	9%	-10%	3%	13%	21%	9%	-9%
O=C(COc1ccc(Cl)cc1Cl)NCCCn1ccnc1	i	4%	1%	4%	3%	22%	-15%	-3%
Cc1cc(C(=O)NC2CCCc3c2cnn3-c2ccc(C)c(C)c2)n(C)n1 (centres undefined)	-47%[inhibitor]	8%	0%	-3%	1%	27%	6%	-18%
COc1ccc(S(=O)(=O)N2CCOCC2)cc1NC(=O)CSc1nnc2n1CCCCC2	i	-5%	12%	1%	13%	7%	1%	3%
O=C(N/N=C\c1ccccc1)c1ccccc1-n1cccc1	i	-6%	30%	10%	-7%	2%	0%	3%
COC(=O)C1=NN[C@H](C(=O)OC(C)(C)C)[C@H]1c1ccccc1	i	2%	3%	1%	8%	-6%	-12%	-2%
Cc1ccc(S(=O)(=O)CCC(=O)OCC(=O)Nc2cc(S(=O)(=O)N3CCOCC3)ccc2Cl)cc1	i	-6%	32%	1%	-3%	x	6%	10%
COc1ccc(N2C(=O)c3ccccc3NC2(C)C)cc1	-14%	2%	-19%	6%	11%	-23%	-7%	-1%
COc1cc(C(F)(F)F)nc2ccc(C#CCOC(=O)Nc3ccccc3)cc12	-7%	-6%	-7%	1%	-5%	42%	8%	-11%

Overlap with the part before: two compounds, followed by the next part.
mol	PTHR1 ag	EPAC1 antag	TDP-43 yeast inh	EPAC2 ag	EPAC2 antagonist	FUS yeast rescue	aSyn yeast inh	EPAC1 agonist
COc1ccc(N2C(=O)c3ccccc3NC2(C)C)cc1	-14%	2%	-19%	6%	11%	-23%	-7%	-1%
COc1cc(C(F)(F)F)nc2ccc(C#CCOC(=O)Nc3ccccc3)cc12	-7%	-6%	-7%	1%	-5%	42%	8%	-11%
CC(C)CCN1CN(S(=O)(=O)c2cccs2)c2nc3ccccc3nc21	i	0%	-8%	-2%	-6%	6%	-1%	-6%
COc1ccc(/C=N/N2C(=O)CSC2=S)cc1Br	i	10%	9%	-3%	0%	u	-6%	14%
COc1ccc(-c2nc(C#N)c(NCCCN3CCOCC3)o2)cc1	11%	-12%	8%	3%	-18%	-7%	0%	4%
COc1ccc(CCN(C)C2CCCN(C(=O)Cn3cccn3)C2)cc1OC (centres undefined)	u	-13%	11%	3%	u	15%	4%	-6%
O=C(Cn1cc(C(=O)C2CC2)c2ccccc21)NCc1ccccc1	-15%[57.5 µM]	0%	-8%	8%	2%	-10%	-5%	3%
O=C(NC1CCCCC1)N(Cc1cc2cc3c(cc2[nH]c1=O)OCCO3)CC1CCCO1 (centres undefined)	-17%[57.5 µM]	-17%	-5%	2%	-4%	44%	0%	2%
CCS(=O)(=O)c1ccc(O)c(NC(=O)CCCC(=O)O)c1	-10%	11%	1%	0%	-1%	17%	0%	-1%
CCOC(=O)c1[nH]c2ccccc2c1N=CN(C)C	i	-6%	-4%	10%	6%	2%	-4%	5%
COCc1cc(=O)[nH]c(N2CCN(Cc3ccc4c(c3)OCO4)CC2)n1	-18%	3%	11%	14%	-4%	-32%	1%	17%
O=c1c2ccccc2nc(SCc2cccc(F)c2)n1Cc1ccco1	i	-3%	-22%	1%	-1%	35%	8%	12%
O=C(OCC(=O)N1CCCc2ccccc21)c1ccc(C(F)(F)F)cc1	-2%	-28%	-14%	2%	-27%	-10%	5%	-2%
CC(C)N(C(=O)N1CCN(c2ccnc3cc(Cl)ccc23)CC1)C(C)C	-5%	-9%	-4%	-1%	-4%	9%	-1%	0%
COc1ccc2[nH]c(=O)c(CN(CCCN(C)C)C(=O)Nc3ccc(F)cc3)cc2c1	i	3%	2%	0%	4%	15%	-5%	4%
O=C(COC(=O)c1cccc(Cl)c1)NC1CCCCCCC1	-6%	-6%	22µM*	16%	-11%	30%	4%	5%
COC(=O)c1sc(-c2ccccc2)cc1NC(=O)c1cc(OC)cc(OC)c1	-22%	2%	6%	6%	6%	-6%	1%	-1%
CCOC(=O)C1(Cc2cccc(OC)c2)CCCN(CCO)C1 (centres undefined)	i	11%	10%	10%	0%	-1%	0%	5%
CN(C)CCCNC(=S)Nc1ccc(-c2ccccc2)cc1	-3%	5%	-2%	-8%	-9%	11%	-1%	-5%
COC(=O)c1ccc(C23CC4(C2)[C@H](CN(C)[C@@H]4c2ccccc2)C3c2ccc(C(F)(F)F)cc2)cc1 (some centres undefined)	-23%	-16%	-5%	6%	3%	u	-31%[inhibitor]	6%
COc1ccccc1NC(=O)c1cc(S(=O)(=O)N2CCOCC2)ccc1Cl	i	12%	-1%	-11%	-2%	6%	-5%	-3%
Nc1[nH]c(C(=O)c2ccccc2)c(-c2ccccc2Br)c1C(=O)NCc1ccc(-c2ccccc2)cc1	i	0%	14%	6%	9%	15%	1%	-2%
CNc1n[nH]c(-c2ccccc2)n1	i	10%	21%	2%	-1%	-4%	1%	-12%
COCC(=O)Nc1cc(C(=O)NCCc2ccccc2)ccc1Cl	i	12%	-20%	2%	16%	x	7%	-4%
